Source: PubChem
Bim-Bcl-W – human Bim-Bcl-W interaction inhibition; inhibition, % at 10 µM; Q92843; actives 0.02% (n = 190,000); bead-based flow cytometry, Bim peptide-Bcl-W binding;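 also: 0% = bound tracer without compound and 100% = peptide blocker; higher means less fluorescent Bim peptide bound to Bcl-W beads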
Target sequence (Q92843 whole entry, looked up): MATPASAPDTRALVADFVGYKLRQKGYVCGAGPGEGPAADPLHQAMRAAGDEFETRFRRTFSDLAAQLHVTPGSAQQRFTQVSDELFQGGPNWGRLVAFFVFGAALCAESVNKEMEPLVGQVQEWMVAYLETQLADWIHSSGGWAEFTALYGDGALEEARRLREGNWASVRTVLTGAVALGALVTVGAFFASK
ABCG2 block – blocks JC-1 efflux by human ABCG2 transporter. inhibition, % at 6.6 µM. AID 1325. IgMXP3 cells, flow cytometry. Q9UNQ0. actives 0.1% (n = 190,000);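 active = inhibition above 80%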;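 also: 0% = DMSO and 100% = nicardipine control wells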
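Times: 10 min at 25 °C | Test system: Two drug-resistant human cell lines, ABCG2 and ABCB1 | Quantity: 3 million cells/mL final, two lines in 1:1 ratio | Signal: Flow cytometry, 530 nm JC-1 signal | Dosing: Compound at 6.6 µM | Controls: Nicardipine and DMSO wells | Reagent: JC-1 as fluorescent efflux pump substrate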
RGS7-Gao reg – modulates binding of RGS7 to human Galphao; actives 0.35% (n = 220,000); binding response (% of control), % at 10 µM; AID 1439; Multiplexed bead flow cytometry; actives lie on both sides; in the data active = binding response below about 49% or above about 150%; inconclusive = no clear call, values can overlap the other calls; inactive = in between;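 also: fluorescent Galphao held in activated GDP-AlF4 state binding bead-coupled RGS7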
Target sequence (P09471 whole entry, looked up): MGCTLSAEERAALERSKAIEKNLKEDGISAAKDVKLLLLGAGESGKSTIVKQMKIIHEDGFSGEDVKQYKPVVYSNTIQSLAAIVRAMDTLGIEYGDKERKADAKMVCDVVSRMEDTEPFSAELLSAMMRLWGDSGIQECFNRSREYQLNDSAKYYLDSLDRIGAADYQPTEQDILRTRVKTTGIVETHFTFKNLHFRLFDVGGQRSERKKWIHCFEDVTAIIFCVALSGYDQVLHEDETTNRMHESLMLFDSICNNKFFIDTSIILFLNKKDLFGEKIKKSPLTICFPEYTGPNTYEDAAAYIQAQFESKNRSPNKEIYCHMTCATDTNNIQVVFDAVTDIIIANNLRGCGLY
Bcl-2 Bim block – human Bim-Bcl-2 interaction inhibition; P10415; Bead-based flow cytometry, Bim peptide-Bcl-2 binding; inhibition, % at 10 µM; actives 0.06% (n = 190,000); AID 950; in the data active = inhibition above about 40%; inconclusive = no clear call, values can overlap the other calls;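 also: 0% = no compound wells with probe peptide and 100% = reference peptide inhibitor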
RGS8-Gao reg – human RGS8-Galphao interaction regulation; response (percent of control binding), % at 10 µM; AID 1423; P09471; multiplexed bead flow cytometry, RGS8-Galphao binding; actives lie on both sides; actives 0.34% (n = 220,000); in the data active = response below about 60% or above about 140%; inactive = in between;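 also: Galphao activated as the GDP aluminium fluoride complex binding bead-coupled RGS8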
Bcl-XL Bim block – inhibitors of Bim-Bcl-XL interaction, human. Q07817. Bim peptide-Bcl-XL binding, bead flow cytometry, fluorescence. inhibition, % at 10 µM. actives 0.04% (n = 190,000). AID 1007
Target sequence (Q07817 whole entry, looked up): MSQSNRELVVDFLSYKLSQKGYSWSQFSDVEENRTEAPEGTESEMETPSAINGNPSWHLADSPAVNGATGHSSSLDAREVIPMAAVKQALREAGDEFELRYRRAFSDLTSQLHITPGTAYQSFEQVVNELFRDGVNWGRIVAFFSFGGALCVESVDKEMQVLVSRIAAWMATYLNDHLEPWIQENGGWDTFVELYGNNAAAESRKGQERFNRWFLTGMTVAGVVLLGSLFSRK
RGS4-Gao reg – modulates binding of RGS4 to human Galphao. actives 0.33% (n = 220,000). binding response (% of control), % at 10 µM. AID 1415. Multiplexed bead flow cytometry; actives lie on both sides. P09471; in the data active = binding response below about 49% or above about 150%; inactive = in between;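 also: fluorescent Galphao activated with aluminum fluoride binding bead-coupled RGS4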
ABCB1 inh – blocks JC-1 efflux by human ABCB1 transporter | inhibition, % at 6.6 µM | actives 0.067% (n = 190,000) | CCRF-Adr cells, flow cytometry | AID 1326; in the data active = inhibition above about 40%;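 also: 0% = vehicle and 100% = reference inhibitor; higher value means more JC-1 retained so stronger ABCB1 efflux block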
Bfl-1 Bim block – inhibitors of Bim-Bfl-1 interaction, human. Q16548. Bead-based flow cytometry, Bim-Bfl-1 binding inhibition. inhibition, % at 10 µM. actives 0.12% (n = 190,000);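 also: 0% = wells without compound plus tracer and 100% = blocker peptide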
Mcl-1 Bim block – inhibitors of Bim-Mcl-1 interaction, human. Q07820. Bead-based flow cytometry, Bim peptide-Mcl-1 binding. inhibition, % at 10 µM. actives 0.1% (n = 190,000);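 also: 0% = no compound tracer wells and 100% = peptide blocker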
Bcl-B Bim block – disrupts Bim peptide binding to human Bcl-B | Q9HD36 | bead-based flow cytometry | inhibition, % at 10 µM | actives 0.073% (n = 190,000) | AID 951;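 also: 0% = tracer peptide without compound and 100% = reference inhibitor peptide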
Target sequence (Q9HD36 whole entry, looked up): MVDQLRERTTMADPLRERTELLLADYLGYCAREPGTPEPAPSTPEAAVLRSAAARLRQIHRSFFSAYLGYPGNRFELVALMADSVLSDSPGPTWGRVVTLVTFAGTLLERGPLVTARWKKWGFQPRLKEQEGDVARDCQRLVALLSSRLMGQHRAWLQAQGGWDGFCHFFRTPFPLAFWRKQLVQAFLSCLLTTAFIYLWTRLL
An asterisk follows results filed as active; ? = inconclusive. Rule as the data show it, unless noted: active = inhibition above about 40%. Hits appear at their usual frequency; overall some 0.94% were active at least once.

SMILES | Bim-Bcl-W | ABCG2 block | RGS7-Gao reg | Bcl-2 Bim block | RGS8-Gao reg | Bcl-XL Bim block | RGS4-Gao reg | ABCB1 inh | Bfl-1 Bim block | Mcl-1 Bim block | Bcl-B Bim block
Cc1nc2nc(CSc3nc4ccccc4s3)cc(=O)n2[nH]1 | 0 | 1 | 102 | -2 | 95 | 0 | 98 | 0.4 | 0 | -2 | -2
Cc1cnc(NC(=O)CCCSc2nc3ccccc3s2)s1 | -3 | 1 | 103 | -4 | 103 | -1 | 92 | 0.2 | -1 | -2 | -4
CSc1ncc(Cl)c(C(=O)Nc2ccc(NC(C)=O)cc2)n1 | -3 | 0 | 96 | -4 | 102 | -3 | 101 | 0.2 | -5 | 0 | -5
CCNC(=O)NC(=O)C(C)Sc1ncc(C(F)(F)F)cc1Cl (stereo not drawn) | -2 | 9 | 97 | -5 | 99 | -1 | 99 | 1.1 | -3 | 0 | -1
CCN(Cc1ccccc1)C(=O)CC1Oc2ccccc2NC1=O (stereo not drawn) | 2 | -4 | 101 | -6 | 98 | -3 | 97 | -2.7 | -5 | 1 | -8
CC1CCN(C(=O)CN2C(=O)C(=O)c3ccccc32)CC1 | 3 | 3 | 101 | -6 | 105 | -3 | 103 | 0.4 | -13 | 0 | -5
Cc1cc(Br)cc(C)c1OCCCCN(C)C | 0 | 0 | 104 | -6 | 108 | -4 | 110 | 0.1 | -10 | -4 | -9
CCc1cc2ccc(C)cc2nc1SCC(=O)Nc1c[nH]c(=O)[nH]c1=O | -2 | 0 | 99 | 0 | 100 | 0 | 95 | 0.2 | 5 | -9 | -1
O=C(NC1(C(F)(F)F)C(=O)Nc2c1c(=O)[nH]c(=O)n2Cc1ccccc1)c1ccc(Cl)cc1Cl (stereo not drawn) | -3 | -1 | 94 | -5 | 97 | -4 | 100 | -0.1 | -3 | -3 | -1
CCOc1ccc(C(=O)N2CCSC2=S)cc1 | 0 | 10 | 105 | 0 | 102 | -2 | 100 | -0.1 | 0 | -1 | -5

Part of the list above in order of SMILES length, rising:
SMILES | Bim-Bcl-W | ABCG2 block | RGS7-Gao reg | Bcl-2 Bim block | RGS8-Gao reg | Bcl-XL Bim block | RGS4-Gao reg | ABCB1 inh | Bfl-1 Bim block | Mcl-1 Bim block | Bcl-B Bim block
CCOc1ccc(C(=O)N2CCSC2=S)cc1 | 0 | 10 | 105 | 0 | 102 | -2 | 100 | -0.1 | 0 | -1 | -5
Cc1cnc(NC(=O)CCCSc2nc3ccccc3s2)s1 | -3 | 1 | 103 | -4 | 103 | -1 | 92 | 0.2 | -1 | -2 | -4
O=C(NC1(C(F)(F)F)C(=O)Nc2c1c(=O)[nH]c(=O)n2Cc1ccccc1)c1ccc(Cl)cc1Cl (stereo not drawn) | -3 | -1 | 94 | -5 | 97 | -4 | 100 | -0.1 | -3 | -3 | -1

Going on with the list.
SMILES | Bim-Bcl-W | ABCG2 block | RGS7-Gao reg | Bcl-2 Bim block | RGS8-Gao reg | Bcl-XL Bim block | RGS4-Gao reg | ABCB1 inh | Bfl-1 Bim block | Mcl-1 Bim block | Bcl-B Bim block
COC(=O)CC1C(=O)NCCN1C(=O)CSc1nc2ccccc2s1 (stereo not drawn) | -8 | 0 | ? | -5 | 95 | -5 | 98 | -0.6 | 12 | -6 | -41
C=CCNC(=O)CC(=O)N/N=C/c1cccs1 | -1 | 0 | 90 | 0 | 95 | -2 | 92 | 4.2 | -3 | -2 | -2
C=CCN1C(=O)/C(=C/c2ccc(OC)cc2)S/C1=N/c1nccs1 | -5 | 34 | 100 | -10 | 105 | -10 | 102 | 0.7 | -8 | -4 | -8
Cc1ccccc1OCC(=O)N/N=C/c1cn(Cc2ccccc2)c2ccccc12 | -4 | 12 | 102 | 0 | 102 | -6 | 104 | 0.8 | -4 | -4 | -4
COc1cccc(C(=O)NCC(=O)N/N=C/c2ccc(OC(=O)c3cccs3)c(OC)c2)c1 | -3 | -4 | 105 | 1 | 101 | -6 | 103 | -2.2 | -1 | -4 | -5
COc1ccc(/C=C/C(=O)NC(=S)Nc2cc([N+](=O)[O-])ccc2O)cc1OC | 0 | -1 | 96 | 1 | 105 | -1 | 103 | -0.3 | 0 | 0 | 0
COc1ccc(CNc2nc(SCc3cc(=O)n4cc(Cl)ccc4n3)nc3ccccc23)cc1 | -5 | 2 | 95 | -9 | 87 | -8 | 70 | 4.0 | -7 | -7 | -12
COC(=O)N1CCN(CCc2ccccc2)CC1 | 0 | 11 | ? | -1 | 100 | -2 | 98 | 1.0 | -3 | 0 | -1
CC(C)OP(=O)(OC(C)C)C(Nc1ccccc1)c1ccccc1C(F)(F)F (stereo not drawn) | 7 | 8 | 99 | 2 | 105 | 7 | 108 | 5.2 | 0 | 3 | 5
CCOC(=O)c1c(C)[nH]c(C)c1C(=O)COc1ncnc2ccccc12 | 0 | 8 | 102 | 0 | 102 | -3 | 104 | 0.8 | -3 | -1 | -4
O=c1cc(CSc2ccccn2)c2ccccc2[nH]1 | -2 | 6 | 92 | -9 | 96 | -3 | 97 | -2.4 | -7 | 1 | -7
CC(CCc1ccccc1)NC(=O)c1ccc(NC(=O)c2ccccc2)cc1 (stereo not drawn) | 0 | 11 | 101 | -6 | 103 | 0 | 102 | 0.3 | -1 | 3 | -2
CCn1c(-c2ccccc2)c(C(=O)CC#N)c2ccccc21 | -1 | 5 | ? | -1 | 100 | 0 | 100 | 0.4 | -4 | 3 | 0
CCCCn1c(SCC(=O)N2CC(=O)Nc3ccccc32)nnc1-c1ccoc1C | 1 | 0 | 96 | 0 | 102 | 0 | 100 | 0.1 | -13 | 1 | -5
CC(OC(=O)CCc1nc2ccccc2c(=O)[nH]1)C(=O)NCc1ccc2c(c1)OCO2 (stereo not drawn) | 1 | 1 | 99 | 1 | 107 | 0 | 101 | 0.3 | -2 | 2 | 0
CCC(=O)Nc1ccc2c(c1)OCCO2 | 2 | 3 | 100 | 2 | 102 | 0 | 100 | 0.6 | 0 | 0 | -1
Cc1cccc(-n2c(=S)[nH]c3c(oc4ccccc43)c2=O)c1 | -1 | 0 | 107 | 6 | 83 | -9 | 105 | -0.2 | 4 | -6 | -21
Cc1cc(Nc2ncc(Cl)cc2Cl)n(-c2ccccn2)n1 | -4 | 2 | 100 | -8 | 107 | -33 | 102 | 0.7 | -8 | -1 | -6
Cc1nc(NCCc2ccccc2)c(C#N)c(C)c1[N+](=O)[O-] | -2 | 7 | 100 | -11 | 102 | -5 | 99 | 0.8 | -6 | 0 | -9
Cn1c(CC(=O)Nc2ccccc2)c(Sc2ccccc2)c2ccccc21 | -1 | -1 | 102 | -4 | 102 | -4 | 102 | -0.4 | -15 | -3 | -9
CC(C)(C)c1ccc(S(=O)(=O)N2CCC(c3nc4ccc(Cl)cc4[nH]3)CC2)cc1 | 1 | -3 | 111 | 4 | 125 | -1 | 111 | -1.0 | 10 | 1 | 4
O=c1[nH]cnc2scc(-c3ccc(-c4ccccc4)cc3)c12 | -4 | 4 | 94 | -1 | 98 | -1 | 92 | 0.1 | 0 | -14 | -4
CCOc1ccc(C(=O)N2CCCC2)cc1 | -1 | -1 | 102 | -3 | 102 | -4 | 103 | -0.3 | -1 | 0 | -5
O=C(O)c1ccc(NS(=O)(=O)c2cc(C(=O)O)ccc2Br)cc1 | -4 | 10 | 98 | -7 | 100 | -5 | 100 | 0.4 | -16 | -2 | -11
COc1ccc(-c2csc(N3N=C(C)C(C)C3=O)n2)cc1 (stereo not drawn) | 2 | -5 | 98 | 0 | 104 | 0 | 99 | -1.4 | 3 | 0 | -1
COc1ccc(C(=O)NCCNC(=O)c2cc(OCC(F)(F)F)ccc2OCC(F)(F)F)cc1 | -3 | 5 | 105 | -8 | 101 | -17 | 105 | 0.9 | -13 | 0 | -9
O=C(c1ccncc1)N1C2C=CC(C2)C1(C(F)(F)F)C(F)(F)F (stereo not drawn) | -2 | 1 | 97 | 0 | 92 | -3 | 97 | 0.1 | -4 | -4 | 0
COc1cc(OC)cc(-c2cc3nc(C4CCN(C(=O)OC(C)(C)C)CC4)cc(=O)n3[nH]2)c1 | 0 | -2 | 107 | -2 | 109 | 2 | 101 | -2.1 | -2 | 0 | 2
COc1cc(NC(=O)CSc2ccccc2)c(C(=O)O)cc1OC | -8 | 0 | 91 | -9 | 97 | -9 | 96 | 0.0 | -17 | -4 | -11
Cc1c(NS(=O)(=O)c2ccc3c(c2)n(C)c(=O)n3C)c(=O)n(-c2ccccc2)n1C | -1 | 6 | 100 | -10 | 100 | -5 | 101 | 0.8 | -17 | -5 | -11

Quoted at random: 5 compounds from above.
SMILES | Bim-Bcl-W | ABCG2 block | RGS7-Gao reg | Bcl-2 Bim block | RGS8-Gao reg | Bcl-XL Bim block | RGS4-Gao reg | ABCB1 inh | Bfl-1 Bim block | Mcl-1 Bim block | Bcl-B Bim block
CC(C)(C)c1ccc(S(=O)(=O)N2CCC(c3nc4ccc(Cl)cc4[nH]3)CC2)cc1 | 1 | -3 | 111 | 4 | 125 | -1 | 111 | -1.0 | 10 | 1 | 4
COc1cc(NC(=O)CSc2ccccc2)c(C(=O)O)cc1OC | -8 | 0 | 91 | -9 | 97 | -9 | 96 | 0.0 | -17 | -4 | -11
COc1ccc(C(=O)NCCNC(=O)c2cc(OCC(F)(F)F)ccc2OCC(F)(F)F)cc1 | -3 | 5 | 105 | -8 | 101 | -17 | 105 | 0.9 | -13 | 0 | -9
CCOc1ccc(C(=O)N2CCCC2)cc1 | -1 | -1 | 102 | -3 | 102 | -4 | 103 | -0.3 | -1 | 0 | -5
O=c1[nH]cnc2scc(-c3ccc(-c4ccccc4)cc3)c12 | -4 | 4 | 94 | -1 | 98 | -1 | 92 | 0.1 | 0 | -14 | -4

The listing continues:
SMILES | Bim-Bcl-W | ABCG2 block | RGS7-Gao reg | Bcl-2 Bim block | RGS8-Gao reg | Bcl-XL Bim block | RGS4-Gao reg | ABCB1 inh | Bfl-1 Bim block | Mcl-1 Bim block | Bcl-B Bim block
CC(=O)Nc1cccc(NC(=O)CCn2c(=O)sc3ccccc32)c1 | -1 | 1 | 95 | 2 | 96 | 1 | 95 | 0.2 | -2 | -1 | 3
Cc1cc(NCc2ccccn2)nc2ccccc12 | 1 | 5 | 88 | -10 | 94 | -4 | 91 | 0.6 | -10 | -3 | -10
COc1ccc(OC)c(NC(=O)CSc2nnc(-c3cccnc3)s2)c1 | 0 | 1 | 105 | -3 | 106 | -3 | 107 | 0.2 | -4 | 3 | 0
N/C(=N\OC(=O)CCC1CCCC1)c1cccc([N+](=O)[O-])c1 | -2 | 3 | 100 | 4 | 98 | 0 | 102 | 0.1 | 4 | -1 | 0
O=C(COC(=O)c1cncc(Br)c1)NCc1ccccc1 | 0 | 1 | 103 | -4 | 97 | 0 | 97 | -0.2 | -11 | 0 | -4
CN1CCC(=NNC(=O)C(=O)NC2CCCCC2)CC1 | 0 | 0 | 95 | -3 | 97 | -2 | 94 | -0.1 | -10 | 0 | -4
CCC(Sc1ccc2nnc(-c3cccnc3)n2n1)C(=O)O (stereo not drawn) | 1 | 2 | 101 | -5 | 102 | -3 | 104 | -0.1 | -9 | 0 | -6
